High-throughput results as filed in PubChem.
GalR3 antagonist – human GalR3 antagonism; O60755; HEK293 GalR3-CNG cAMP membrane potential fluorescence; galR3 body fused to GalR1 C-terminus; inhibition, % at 3 µM; 360,000 tested, 0.44% active;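 active means inhibition above the screen-wide average plus 3 SD, cut at about 13% in these data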;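 further: forskolin and galanin both at EC90 stimulate the cells; cAMP rise reported by CNG channel membrane potential dye signal; 0% = forskolin plus galanin with DMSO and 100% = forskolin alone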
CRFBP-R2 block – antagonists of CRF-binding protein/CRF-R2 receptor complex; 350,000 tested, 0.59% active; inhibition, % at 11.8 µM; AID 588475; HEK293 CRF-R2/CRF-BP, CRF-induced calcium fluorescence;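 active means inhibition of the ligand-induced calcium signal above about 50% at the single tested concentration, limit read from the data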
IDE cell activ – boosts human insulin-degrading enzyme activity in HEK cells | FAbeta-B cleavage, fluorescence polarization; 0% vehicle, 100% cell-free pure enzyme wells | activation, % at 5.96 µM | AID 493087 | 340,000 tested, 0.073% active | P14735;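 active means activation above the mean of all tested compounds plus 3 SD, set per screening campaign, cut at about 17% in these data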
IDE inh – inhibitors of human insulin-degrading enzyme in cells | P14735 | HEK cells, FAbetaB cleavage, fluorescence polarization | inhibition, % at 5.59 µM | 320,000 tested, 0.41% active;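 active means percent inhibition above the average of all tested compounds plus 3 SD, set per screening campaign, cut at about 16% in these data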;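 further: IDE supplied by intact live HEK cells; FP after avidin binding of uncleaved biotin substrate so inhibition keeps polarization high; 0% = DMSO wells and 100% = 60 µM reference IDE inhibitor Ii1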
pCIP destab – lowers stability of the mouse p/CIP coactivator protein; Q05BA5; F442A p/CIP-EGFP cells, EGFP fluorescence, 16 h; decrease of EGFP signal, % at 10 µM; 290,000 tested, 0.01% active;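 active means EGFP signal decrease of at least 30% at 10 µM or well 3 SD below plate mean, unless failing retest; inactive means the rest, including hits failing retest or dose response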; further: some compounds called inactive have numbers as strong as hits; many of its hits are not listed in these tables
Target sequence (Q05BA5 1-1403): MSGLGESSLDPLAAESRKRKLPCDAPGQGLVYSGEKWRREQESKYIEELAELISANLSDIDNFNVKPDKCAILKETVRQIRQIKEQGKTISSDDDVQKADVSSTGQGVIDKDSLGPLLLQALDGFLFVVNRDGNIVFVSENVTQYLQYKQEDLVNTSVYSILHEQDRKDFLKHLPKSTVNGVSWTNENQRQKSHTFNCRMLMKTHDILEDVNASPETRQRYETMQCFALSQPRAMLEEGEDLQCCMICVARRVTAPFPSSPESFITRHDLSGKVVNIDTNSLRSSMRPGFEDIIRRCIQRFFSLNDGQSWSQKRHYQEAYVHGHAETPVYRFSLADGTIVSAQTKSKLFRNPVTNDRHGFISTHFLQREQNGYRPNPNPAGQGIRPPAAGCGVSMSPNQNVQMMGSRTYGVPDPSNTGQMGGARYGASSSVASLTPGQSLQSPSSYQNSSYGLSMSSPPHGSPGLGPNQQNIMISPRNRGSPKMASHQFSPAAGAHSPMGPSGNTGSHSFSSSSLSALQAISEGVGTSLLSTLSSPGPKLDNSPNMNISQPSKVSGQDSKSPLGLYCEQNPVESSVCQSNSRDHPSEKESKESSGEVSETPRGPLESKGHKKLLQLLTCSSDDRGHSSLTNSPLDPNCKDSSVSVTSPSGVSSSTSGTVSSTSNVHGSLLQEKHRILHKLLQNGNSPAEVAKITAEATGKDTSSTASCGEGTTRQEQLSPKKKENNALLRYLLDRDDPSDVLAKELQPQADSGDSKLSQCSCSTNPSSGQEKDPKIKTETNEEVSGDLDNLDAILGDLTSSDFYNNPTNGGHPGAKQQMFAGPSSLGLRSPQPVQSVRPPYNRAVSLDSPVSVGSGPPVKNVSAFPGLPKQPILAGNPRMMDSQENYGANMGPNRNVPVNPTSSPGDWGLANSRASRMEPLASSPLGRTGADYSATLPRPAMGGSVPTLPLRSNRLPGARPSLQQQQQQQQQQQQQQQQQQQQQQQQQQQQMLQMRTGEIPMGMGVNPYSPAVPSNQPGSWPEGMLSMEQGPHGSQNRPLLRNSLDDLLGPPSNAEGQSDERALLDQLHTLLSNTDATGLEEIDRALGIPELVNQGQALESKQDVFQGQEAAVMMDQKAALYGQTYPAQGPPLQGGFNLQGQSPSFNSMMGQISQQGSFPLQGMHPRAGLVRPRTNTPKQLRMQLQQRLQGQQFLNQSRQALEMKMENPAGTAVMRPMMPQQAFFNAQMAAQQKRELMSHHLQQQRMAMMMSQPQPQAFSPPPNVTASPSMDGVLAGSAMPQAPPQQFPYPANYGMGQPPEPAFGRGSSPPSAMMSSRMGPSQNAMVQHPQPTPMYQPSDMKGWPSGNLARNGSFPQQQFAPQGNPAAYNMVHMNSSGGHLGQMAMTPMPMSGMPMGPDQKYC
MEKK3 PB1 HTS – MEKK3-MEK5 PB1 interaction, increase or decrease | Q99759 | bead-based flow cytometry, Alexa488-MEK5 binding to MEKK3; actives lie on both sides; 0 = blocked by unlabeled MEK5, 100 = vehicle | binding response (% of control), % at 10 µM | 290,000 tested, 1.4% active;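 active means binding response more than 3 SD above or below the average of its plate-row segment, actives on both sides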;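 further: Alexa488 bead fluorescence after subtracting the streptavidin-only scavenger bead signal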
PHOSPHO1 block – PHOSPHO1 (human) inhibition; AID 1565; inhibition, % at 13.3 µM; Q8TCT1; 290,000 tested, 1.1% active; recombinant PHOSPHO1, absorbance phosphatase assay; in the data active means inhibition above about 60%
M4 PAM – CHRM4 positive allosteric modulation. activation, % at 3 µM. AID 624126. CHO-K1 hM4/Gqi5, Fluo-8 calcium fluorescence, ACh EC20; 0% = ACh EC20, 100% = maximal ACh. 360,000 tested, 0.4% active. P08173;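 active means activation above its plate's cutoff, the mean activation of sample wells plus 3 SD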; further: some results filed as inactive read as strong as hits
CRFBP-R2 agonist – CRF-BP/CRF-R2 complex agonism | AID 588473 | HEK293 CRF-R2/CRF-BP, calcium dye fluorescence (FLIPR); percent of saturating CRF peptide response | 350,000 tested, 0.46% active | activation, % at 13.2 µM;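 active means activation of at least 50%, plus an integration ratio under a set limit after plate pattern correction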;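 further: plate controls were neutral control wells without compound for no effect and CRF at EC100 for full effect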
* marks the source's active call; other numbers are inactive results; x = no result given; & = joins results of further samples.

entry	smiles	GalR3 antagonist	CRFBP-R2 block	IDE cell activ	IDE inh	pCIP destab
1	CCOC(=O)c1c(NC(=O)C(C)OC(=O)C2=COCCO2)sc2c1CCCC2 (stereo unspecified)	x	-14	-3	-3	x
2	O=C(NN1C(=O)CSC1=S)C(=O)NN1C(=O)CSC1=S	-6	-11	7	-1	-14
3	Cc1ccc(NC(=O)/C=C\C(=O)O)c([N+](=O)[O-])c1	-5	14	1	2	1
4	COc1ccc(/C=C2\CN(Cc3ccccc3)C/C(=C\c3ccc(OC)c(O)c3)C2=O)cc1O	-5	-5	8	0	-12
5	Cc1ncsc1C(=O)Nc1nc2c(s1)CCCC2	-7	3	-5	5	5
6	N#C/C(=C/C1=C(N2CCOCC2)C(=C/c2ccc(Cl)cc2Cl)/CC1)C(=O)Nc1ccccc1F	-5	-32	1	x	x
7	Cc1ccccc1OC1C(=O)N(Cc2ccc3c(c2)OCO3)C1c1sccc1C (stereo unspecified)	-7	27	-3	-1	-13
8	CC(C)C1=C2CCCCC2NC(=O)N1 (stereo unspecified)	0	8	1	2	-3

entry	MEKK3 PB1 HTS	PHOSPHO1 block	M4 PAM	CRFBP-R2 agonist
1	x	x	15	0.6
2	100	-50	7	1.0
3	99	-5	8	-3.2
4	101	-1	-18	0.8
5	102	-1	-1	-4.1
6	x	x	1	20
7	88	22	-12	1.6
8	105	19	-1	2.5

(next part)
entry	smiles	GalR3 antagonist	CRFBP-R2 block	IDE cell activ	IDE inh	pCIP destab
9	CCC(=O)Nc1cccc(C2=NOC3(C2)C[C@H](C(N)=O)N(C(=O)Cc2ccc([N+](=O)[O-])cc2)C3)c1 (stereo partly specified)	0	-43	2	2	4
10	CS(=O)(=O)N1CCN(C(=O)c2cc3ccccc3oc2=O)CC1	x	-3	6	-2	-9
11	CCOC(=O)C[n+]1c(C)csc1C	2	5	1	5	-11
12	CC1=C(C(=O)NCc2ccccc2)C(c2ccc(C)o2)n2ncnc2N1 (stereo unspecified)	-3	15	1	1	0
13	Cc1cccc(C)c1NC(=O)CSc1nnc(-c2ccncc2)n1Cc1ccco1	-3	-5	1	-1	6
14	C/C(=N\NC(=O)c1ccn(C)n1)c1ccc(NC(=O)C2CCCC2)cc1	-7	9	7	4	-12
15	Cc1ccc2c(c1)CCCN2C(=O)CCc1nc2ccccc2c(=O)[nH]1	1	32	0	3	x
16	CCc1c(C)nc2ncnn2c1NCCc1ccc(Cl)cc1	3	21	0	1	-25

entry	MEKK3 PB1 HTS	PHOSPHO1 block	M4 PAM	CRFBP-R2 agonist
9	76	13	-6	1.9
10	114	-39	6	0.3
11	93	11	-4	1.1
12	104	13	11	-1.5
13	91	-4	10	-0.5
14	109	3	8	-2.4
15	x	x	3	0.8
16	101	37	-12	-4.2

Full records as entered above:
Cc1cccc(C)c1NC(=O)CSc1nnc(-c2ccncc2)n1Cc1ccco1 as listed: GalR3 antagonist: -3; CRFBP-R2 block: -5; IDE cell activ: 1; IDE inh: -1; pCIP destab: 6; MEKK3 PB1 HTS: 91; PHOSPHO1 block: -4; M4 PAM: 10; CRFBP-R2 agonist: -0.5
CS(=O)(=O)N1CCN(C(=O)c2cc3ccccc3oc2=O)CC1 as listed: GalR3 antagonist: x; CRFBP-R2 block: -3; IDE cell activ: 6; IDE inh: -2; pCIP destab: -9; MEKK3 PB1 HTS: 114; PHOSPHO1 block: -39; M4 PAM: 6; CRFBP-R2 agonist: 0.3

(next part)
entry	smiles	GalR3 antagonist	CRFBP-R2 block	IDE cell activ	IDE inh	pCIP destab
17	COc1ccc(NS(=O)(=O)c2ccc(N3CCOCC3)c(NC(=O)C(C)C)c2)cc1	3	100*	11	12	-17
18	CCOC(=O)C1=C(C)Nc2ccccc2N=C1NC(=O)Cc1ccc(OC)cc1	-4	-4	-1	6	-8
19	O=C(Nc1ccccc1)O/N=C/c1ccc(F)cc1	-10	13	-5	1	6
20	Cc1cccc(OCCCN2CCOCC2)c1C	-9	2	-8	0	-10
21	CCn1c(CCCCc2n[nH]c(=S)n2CC)n[nH]c1=S	5	21	4	4	3
22	CCn1nnc(NC(=O)c2ccc(C(C)(C)C)cc2)n1	-3	-14	-1	-5	-3
23	CC(C)(C)c1ccc(/C=N/NC(=O)c2ccccn2)cc1	-6	-15	0	2	1
24	CCn1c(SCC(=O)N2CCN(c3ccc(F)cc3)CC2)nc2ccccc2c1=O	1	6	-2	1	-2

entry	MEKK3 PB1 HTS	PHOSPHO1 block	M4 PAM	CRFBP-R2 agonist
17	102	28	-3	1.9
18	100	-4	8	-0.6
19	103	18	1	0.1
20	95	24	10	1.0
21	95	42	3	-1.4
22	107	30	8	-0.4
23	87	16	-1	-2.4
24	104	-31	-1	-3.0

(list continues)
entry	smiles	GalR3 antagonist	CRFBP-R2 block	IDE cell activ	IDE inh	pCIP destab
25	CCOc1ccc(-n2c(SCC(=O)Nc3ccc4c(c3)OCCO4)nc3c(c2=O)SCC3)cc1	-4	-10	5	9	-10
26	O=C(CSc1ccc(Cl)cc1)Nc1ccccc1N1CCN(C(=O)c2ccc(Cl)cc2)CC1	7	-4	5	3	-8
27	C#CCOCCOCCOCCNc1nc(N2CCN(C(=O)[C@H](CCCCN)n3cc(CN)nn3)CC2)nc(N2CCN(C(=O)[C@H](CC(N)=O)n3cc(C(N)[C@H](C)CC)nn3)CC2)n1 (stereo partly specified)	0	3	6	-5	x
28	COc1ccc(-c2[nH]ncc2-c2csc(C)n2)c(O)c1	2	32	3	5	5
29	COc1nc(N)nc2nc[nH]c12	x	7	0	7	-4
30	COC(=O)c1c(C)[nH]c(C(=O)OCC(=O)N2c3ccccc3NC(=O)C2(C)C)c1C	-1	-30	4	2	-3
31	CCCCn1c(CCNC(=O)c2cccs2)nc2ccccc21	-1	-11	5	-2	9
32	O=C1NCCc2c1[nH]c1ccccc21	-3	-3	2	11	5&-5

entry	MEKK3 PB1 HTS	PHOSPHO1 block	M4 PAM	CRFBP-R2 agonist
25	121	-5	1	-0.3
26	99	-31	-9	0.2
27	x	x	-2	-0.7
28	104	2	4	0.0
29	100	20	6	0.1
30	96	-9	-9	-3.3
31	103	-22	5	-2.7
32	95&106	12&32	0	1.3

The listing continues.
entry	smiles	GalR3 antagonist	CRFBP-R2 block	IDE cell activ	IDE inh	pCIP destab
33	CC(=O)Nc1ccc(C(=O)CN2CCN(c3ccccc3)CC2)cc1	-3	-1	5	-11	-26
34	CCc1noc(C)c1C(=O)OC(C)C(=O)Nc1ccc2c(c1)OCO2 (stereo unspecified)	-3	5	5	6	x
35	CCOC(=O)c1cc(C#N)c(Oc2ccccc2OC)nc1-c1ccccc1	-3	57*	5	-1	-3
36	CCS(=O)(=O)CCn1c([N+](=O)[O-])cnc1C	-2	-6	5	-1	-4
37	CCOC(=O)CSc1nnc(-c2ccc([N+](=O)[O-])cc2)o1	1	-16	-5	-1	-8
38	CCCCN(C)CCC(=O)Nc1ccc(OC)cc1OC	-3	0	3	-3	7
39	O=C(O)c1cc2c(cc1Cl)N1CCCCCC1=NS2(=O)=O	-8	19	4	3	-6
40	CC(=O)c1c(C)[nH]c(C(=O)OCC(=O)Nc2c(C)n(C)n(-c3ccccc3)c2=O)c1C	-4	2	1	x	x

entry	MEKK3 PB1 HTS	PHOSPHO1 block	M4 PAM	CRFBP-R2 agonist
33	102	39	-7	0.3
34	x	x	5	-0.9
35	105	9	-3	0.3
36	84	4	0	0.0
37	97	33	7	3.6
38	112	-11	19	-0.5
39	100	28	-2	-1.0
40	x	x	1	-0.7

(further entries)
entry	smiles	GalR3 antagonist	CRFBP-R2 block	IDE cell activ	IDE inh	pCIP destab
41	CC(=O)Nc1cccc(NC(=O)COC(=O)CO/N=C(\C)c2ccc3c(c2)OCO3)c1	-2	13	-2	8	-5
42	COC(=O)c1ccc(/C=N/OCC(=O)NCCc2ccc(OC)c(OC)c2)cc1	-7	3	4	3	-5
43	Cc1cc(C)cc(NC(=O)COc2coc(CN3CCc4ccccc4C3)cc2=O)c1	-2	0	3	8	x
44	Cc1ccc(S(=O)(=O)/N=C2\C(=O)c3ccccc3C([O-])=C2n2cc[n+](CCC(C)C)c2)cc1	x	-3	1	-4	-11
45	CC(=O)Oc1ccc(N2C(=O)C3C(C2=O)C2C=CC3C23CC3)cc1[N+](=O)[O-] (stereo unspecified)	7	-8	3	2	-9
46	COc1ccc(/C=C2\SC(=S)N(CC(=O)NC3C=CS(=O)(=O)C3)C2=O)cc1 (stereo unspecified)	-4	4	-5	5	-12
47	Cc1cc(C)nc(NC2=NCC(=O)N2c2cc(Cl)cc(Cl)c2)n1	0	-3	5	2	10
48	c1ccc(-c2noc(CCC3CCCC3)n2)cc1	-6	-17	-4	2	4

entry	MEKK3 PB1 HTS	PHOSPHO1 block	M4 PAM	CRFBP-R2 agonist
41	98	24	-4	-0.8
42	115	32	5	-0.6
43	x	x	8	0.7
44	90	19	-10	0.3
45	104	51	5	-0.3
46	104	24	2	2.7
47	99	-10	0	8.1
48	107	-25	1	2.5

Other structures:
entry	smiles	GalR3 antagonist	CRFBP-R2 block	IDE cell activ	IDE inh	pCIP destab
49	Cc1ccccc1NC(=O)CN1C(=S)NC(C)(C)CC1C (stereo unspecified)	-10	7	-5	1	7
50	CCOC(=O)c1cccc(C2=CC(=O)C[C@H](c3ccc(Cl)cc3)C2)c1	-8	6	3	2	x
51	CC(=O)N(CC(=O)Nc1sc(C)c(C)c1C(N)=O)Cc1ccccc1	-2	-1	0	4	-3
52	CN1CCN(c2ccc([N+](=O)[O-])cc2C(=O)N2CCOCC2)CC1	-1	5	6	-1	-5
53	Cc1cc(=O)oc2cc(OCC(=O)Nc3ccc4[nH]c(=O)[nH]c4c3)ccc12	-2	5	3	-3	x
54	O=C(OCc1csc(-c2ccccc2)n1)C1=NN(c2ccccc2)C(=O)CC1	-5	3	2	6	x
55	O=C(Nc1ccc(Cl)cn1)c1cccc(S(=O)(=O)N2CCCCC2)c1	-10	0	5	x	-8
56	CCOc1ccc(Nc2cc(C)c3ccccc3n2)cc1	-14	-8	3	-2	-12

entry	MEKK3 PB1 HTS	PHOSPHO1 block	M4 PAM	CRFBP-R2 agonist
49	95	-10	11	-0.4
50	x	x	-6	1.3
51	98	41	-3	0.0
52	x	57	3	0.1
53	x	x	-1	-3.5
54	x	x	1	-0.6
55	97	26	1	0.5
56	105	18	-9	3.1

Following part.
entry	smiles	GalR3 antagonist	CRFBP-R2 block	IDE cell activ	IDE inh	pCIP destab
57	Cc1ccc(C(=O)NC(C)c2ccccc2)cc1S(=O)(=O)N1CCOCC1 (stereo unspecified)	-3	4	6	0	-9
58	CC1(C)Cc2cccc(OCC(=O)NCc3ccccc3F)c2O1	-1	6	3	5	x
59	COC(=O)C1C(=O)C2=C(CC1C)Nc1ccccc1NC2c1ccc(C)s1 (stereo unspecified)	-7	1	3	0	-8
60	C[C@H](CO)N1C[C@H](C)[C@@H](CN(C)C(=O)Nc2cccc(F)c2)Oc2ncc(Br)cc2C1=O	-6	7	x	x	x
61	COc1cc(/C=N/O)c(Br)cc1OCC(=O)Nc1ccccc1C	-5	-8	7	13	11
62	O=C(c1cccc(S(=O)(=O)N2CCCCC2)c1)N1CCN(c2ccccc2)CC1	-1	-15	1	x	-10
63	COc1ccc(OC)c(C(O)c2nc3ccccc3n2C(C)C)c1 (stereo unspecified)	-3	10	5	-2	3

entry	MEKK3 PB1 HTS	PHOSPHO1 block	M4 PAM	CRFBP-R2 agonist
57	99	18	-6	-8.9
58	x	x	3	-0.2
59	92	-5	1	0.0
60	x	x	6	-1.6
61	93	-2	-10	0.0
62	100	27	-4	-0.2
63	99	-25	15	-3.1
